TLR9-MyD88 inh: inhibitors of human TLR9-MyD88 binding; inhibition, % at 4.98 µM; Q9NR96+Q99836; 340,000 tested, 0.21% active; CHO BLA complementation TLR9-MyD88, CCF4 FRET ratio;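 active means inhibition above the mean over all tested compounds plus 3 SD, cut at about 21% in these data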;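 further: 0% = DMSO only wells and 100% = clavulanate BLA inhibitor control wells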
Target sequence (Q99836 whole entry, looked up): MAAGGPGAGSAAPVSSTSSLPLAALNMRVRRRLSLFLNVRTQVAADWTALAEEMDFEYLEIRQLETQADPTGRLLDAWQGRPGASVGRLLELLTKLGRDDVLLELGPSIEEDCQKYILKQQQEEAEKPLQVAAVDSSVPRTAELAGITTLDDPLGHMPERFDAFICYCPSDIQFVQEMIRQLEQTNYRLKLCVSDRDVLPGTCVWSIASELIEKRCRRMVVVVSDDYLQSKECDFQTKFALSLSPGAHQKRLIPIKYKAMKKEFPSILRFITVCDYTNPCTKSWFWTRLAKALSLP
Target sequence (Q9NR96 whole entry, looked up): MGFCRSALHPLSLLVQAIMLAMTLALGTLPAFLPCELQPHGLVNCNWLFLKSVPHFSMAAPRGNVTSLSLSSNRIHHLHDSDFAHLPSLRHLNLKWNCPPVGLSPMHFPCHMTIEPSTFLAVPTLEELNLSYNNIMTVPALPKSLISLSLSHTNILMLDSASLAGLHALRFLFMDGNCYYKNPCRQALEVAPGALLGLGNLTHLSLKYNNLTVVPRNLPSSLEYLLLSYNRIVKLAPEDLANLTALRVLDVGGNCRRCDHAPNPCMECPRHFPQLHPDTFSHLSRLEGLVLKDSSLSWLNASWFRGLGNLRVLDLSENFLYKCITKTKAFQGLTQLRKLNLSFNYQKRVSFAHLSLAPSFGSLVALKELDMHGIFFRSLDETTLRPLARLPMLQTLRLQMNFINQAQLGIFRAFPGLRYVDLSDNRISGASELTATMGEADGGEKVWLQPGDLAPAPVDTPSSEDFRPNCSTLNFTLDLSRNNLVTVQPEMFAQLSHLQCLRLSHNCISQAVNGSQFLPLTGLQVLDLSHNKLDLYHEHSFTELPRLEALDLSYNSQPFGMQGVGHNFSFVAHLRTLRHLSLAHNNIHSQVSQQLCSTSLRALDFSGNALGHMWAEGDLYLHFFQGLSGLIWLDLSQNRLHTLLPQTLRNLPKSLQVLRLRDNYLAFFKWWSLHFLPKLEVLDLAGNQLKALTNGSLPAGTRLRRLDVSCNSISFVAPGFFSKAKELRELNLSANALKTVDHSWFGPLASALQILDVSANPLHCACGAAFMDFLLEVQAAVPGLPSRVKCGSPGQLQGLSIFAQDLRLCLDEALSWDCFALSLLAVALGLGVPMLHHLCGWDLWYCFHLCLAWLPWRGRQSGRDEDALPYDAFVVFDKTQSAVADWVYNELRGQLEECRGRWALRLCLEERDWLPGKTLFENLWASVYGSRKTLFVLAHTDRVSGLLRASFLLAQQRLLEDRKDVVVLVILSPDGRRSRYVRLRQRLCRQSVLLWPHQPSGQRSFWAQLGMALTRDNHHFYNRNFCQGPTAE
EBV LMP1 NFkB: Epstein-Barr LMP1 NF-kappaB reporter inhibition; LMP1-induced NF-kappaB luciferase reporter cells, luminescence; inhibition, % at 12.5 µM; 350,000 tested, 0.69% active; AID 504558; in the data active means inhibition above about 41%;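 further: 0% = neutral control wells and 100% = reference inhibitor control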
COUP-TFII inh: inhibitors of human COUP-TFII (NR2F2); P24468; HEK293T NGFI-A luciferase reporter, luminescence; inhibition, % at 8.6 µM; 370,000 tested, 0.7% active; AID 686940;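 active means inhibition above a per-plate cutoff, mean inhibition of test wells between control levels plus 3 SD, cut at about 38% in these data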;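 further: cells cotransfected with COUP-TFII expression vector driving the NGFI-A reporter; 0% = median of COUP-TF2 test wells and 100% = reporter-only cells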
TWEAK Fn14 block: blocks TWEAK-Fn14 interaction in a reporter cell assay; 360,000 tested, 2% active; inhibition, % at 10 µM; TWEAK-stimulated Fn14 reporter cells, luciferase luminescence, 8 h; AID 1159606; in the data active means inhibition above about 50%
NCOA2 inhibitor: human SRC2 (NCOA2) inhibition; Q15596; HEK293 GAL4-SRC2 luciferase reporter, luminescence; inhibition, % at 9 µM; 370,000 tested, 0.17% active;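 active means inhibition above the mean inhibition of all tested compounds plus 3 SD, set per campaign, cut at about 52% in these data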;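 further: 0% = DMSO treated cells and 100% = cells given Gossypol at 36 µM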
NCOA1 inh: inhibitors of human steroid receptor coactivator 1 (SRC1); HEK293 GAL4-SRC1 luciferase reporter, luminescence; inhibition, % at 3.6 µM; 360,000 tested, 0.12% active;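 active means inhibition above the campaign mean plus 3 SD, with each screening campaign given its own cutoff, cut at about 60% in these data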;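 further: 0% = DMSO treated cells and 100% = gossypol at 36 µM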
NOD2-RIPK2 inh: inhibitors of human NOD2-RIPK2 interaction; CHO BLA complementation NOD2-RIPK2, CCF4 ratio; inhibition, % at 4.98 µM; 360,000 tested, 0.38% active; AID 624267; in the data active means inhibition above about 21%;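 further: 0% = vehicle only and 100% = reference blocker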
TRAIL sens C8: sensitizes caspase-8 expressing cells to TRAIL | 360,000 tested, 1% active | inhibition (viability loss, TRAIL sensitization), % at 10 µM | NB7+C8 cells + TRAIL, ATPlite viability luminescence | AID 624354;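 active means compounds causing at least 50% loss of cell viability in the single-dose screen, relative to plate controls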
SRC3 inh: human NCOA3 inhibition | HEK293 GAL4-SRC3 luciferase reporter, luminescence | 360,000 tested, 0.17% active | inhibition, % at 3.6 µM | AID 588352;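 active means inhibition above a per-campaign cutoff, the mean of all compounds plus 3 SD, cut at about 60% in these data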;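 further: 0% = DMSO-treated cells and 100% = gossypol-treated cells at 36 µM; higher means less SRC3-driven luciferase light from the GAL4 reporter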
TROY NFkB inh: blocks TROY-dependent signaling in reporter cells; Q293 LMP1-TROYcd NF-kB luciferase reporter, 4 h; inhibition, % at 10 µM; 360,000 tested, 0.98% active;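 active means compounds whose plate-normalised and pattern-corrected inhibition of the luciferase reporter signal at the single screening dose is 50% or more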
NR5A2 inv ag: NR5A2 inverse agonism in reporter assay | O00482 | HEK293T StAR-luciferase reporter, LRH-1 transfected, 24 h | inhibition, % at 3.6 µM | 360,000 tested, 0.13% active | AID 602396;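 active means inhibition above the mean inhibition of all tested compounds plus 3 SD, cut at about 73% in these data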;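 further: 0% = DMSO wells and 100% = reporter-only cells lacking LRH-1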
Numbers without * were called inactive; nt = not tested or not shown.

SMILES	TLR9-MyD88 inh	EBV LMP1 NFkB	COUP-TFII inh	TWEAK Fn14 block	NCOA2 inhibitor	NCOA1 inh	NOD2-RIPK2 inh	TRAIL sens C8	SRC3 inh	TROY NFkB inh	NR5A2 inv ag
O=C(c1ccco1)[C@@H]1[C@@H]2C(=O)N(c3ccc(Br)cc3)C(=O)[C@@H]2C2c3ccccc3C=CN21 (stereo partly drawn)	8	-16	-16	-43	-10	5	3	0	-15	-33	0
Cc1ccc(NC(=O)N2CCCN(C(=O)OC(C)(C)C)CC2)cc1Cl	-1	2	-11	0	-25	8	-3	-11	-1	-18	-9
Cc1c(S(=O)(=O)Nc2ccc(Br)cc2)c(=O)n(C)c(=O)n1C	10	2	-9	8	5	2	1	10	-4	-1	-8
COc1cccc(C2(O)CC(C(F)(F)F)=NN2C(=O)c2ccccn2)c1 (stereo not drawn)	-9	-34	11	-24	-34	-39	5	-4	-41	-48	-51
O=C(COc1ccc(Cl)cc1)NCc1nnc(SCC(=O)Nc2ccc3c(c2)OCCO3)o1	10	1	15	-1	16	16	-7	2	21	10	15
O=C1Nc2ccccc2N=C(c2ccc3c(c2)OCO3)C1N(C(=O)c1ccnc2ccccc12)c1ccccc1 (stereo not drawn)	nt	nt	-7	17	-9	-16	2	14	-11	-9	-14
O=c1c2c(nc3cc(-c4ccc(F)cc4)[nH]n13)CCCC2	-9	5	-36	80*	-39	-82	-1	53*	-59	56*	-201
N#C/C(=C\c1ccccc1)C(=O)N(c1ccccn1)C1CCCCC1	5	-9	-3	2	26	8	-3	-13	18	9	-3
O=C(CNC(=O)c1cc(=O)[nH]c2ccccc12)Nc1ccc(F)c(F)c1	0	-7	-12	8	16	-4	-9	-7	12	-8	-2
COc1ccc(Br)cc1S(=O)(=O)n1c([N+](=O)[O-])cnc1C	0	-7	1	2	13	3	-1	-7	0	4	3

Only NR5A2 inv ag, for some of the entries so far:
canonical_smiles | NR5A2 inv ag
O=C(c1ccco1)[C@@H]1[C@@H]2C(=O)N(c3ccc(Br)cc3)C(=O)[C@@H]2C2c3ccccc3C=CN21 (stereo partly drawn) | 0
COc1ccc(Br)cc1S(=O)(=O)n1c([N+](=O)[O-])cnc1C | 3
N#C/C(=C\c1ccccc1)C(=O)N(c1ccccn1)C1CCCCC1 | -3
COc1cccc(C2(O)CC(C(F)(F)F)=NN2C(=O)c2ccccn2)c1 (stereo not drawn) | -51

The list goes on:
SMILES	TLR9-MyD88 inh	EBV LMP1 NFkB	COUP-TFII inh	TWEAK Fn14 block	NCOA2 inhibitor	NCOA1 inh	NOD2-RIPK2 inh	TRAIL sens C8	SRC3 inh	TROY NFkB inh	NR5A2 inv ag
COc1ccccc1Cn1c(=O)[nH]c2cccnc21	0	0	-9	5	-12	18	0	0	-15	-12	6
CCOC(=O)C1CCN(C(=O)c2ccc(Oc3cc(Cl)cc(Cl)c3)o2)CC1	-4	-2	5	-6	-17	4	-2	-11	16	-4	-15
CN1CCN(C(=O)CCNC(=O)Cn2ccc3ccccc3c2=O)CC1	-12	-2	-6	-10	-41	-3	-4	-10	-9	2	6
CCCCOC(=O)CSc1nc(N)c(C#N)c(-c2ccc(OC)cc2)c1C#N	-3	-3	13	17	-18	-1	5	1	-11	0	-11
O=C1CC(N2CCN(c3cccc(C(F)(F)F)c3)CC2)C(=O)N1c1ccc(F)cc1 (stereo not drawn)	4	1	-1	-6	9	-6	7	0	0	-11	-4
COc1ccc(N(CC(=O)Nc2ccccc2C(F)(F)F)C2=NC3CS(=O)(=O)CC3S2)cc1 (stereo not drawn)	-1	14	-3	2	18	9	8	-3	13	-6	2
CC(=O)Nc1ccc(NC(=O)CSCc2ccccc2Cl)cc1	8	5	9	-13	-4	-11	-4	8	-30	-30	2
COc1cccc(OC)c1C(=O)Nc1ccc(CN2CCOCC2)cc1	1	1	-7	-9	-3	4	3	15	-8	14	-2
CC(C)(C)c1ccc(CS(=O)(=O)CC(O)CN2CCCC2=O)cc1 (stereo not drawn)	8	4	-6	7	-5	-32	-6	-15	4	8	13
Cc1ccc(N(Cc2cc3cccc(C)c3[nH]c2=O)S(=O)(=O)c2ccccc2)c(C)c1	10	2	nt	5	nt	8	-11	22	2	20	3
CC(C(=O)NC(C)(C)C)N(Cc1cccs1)C(=O)CCN1CCc2ccccc21 (stereo not drawn)	-3	9	12	5	-24	-3	7	-9	3	6	4
COc1ccc(C(CNC(=O)c2oc3cc(C)c(C)cc3c2C)N2CCCCC2)cc1 (stereo not drawn)	-2	-16	-20	-1	-24	-2	5	24	-12	-24	4
CCc1nnc(NC(=O)c2ccc(S(=O)(=O)N3CCCC(C)C3)cc2)s1 (stereo not drawn)	-12	-8	14	4	-3	15	-13	-11	-1	-25	4
COc1ccc(S(=O)(=O)N2CCCC2)cc1C(=O)N1CCOCC1	-18	8	-18	-10	-13	-21	-7	2	-7	-15	-13
COc1cc(/C=C/C(=O)O)cc(S(=O)(=O)Nc2ccccc2SC)c1OC	-2	-19	-14	8	-5	-4	-4	11	-2	6	-6
Nn1c(-c2ccccc2Cl)nnc1-c1ccccc1Cl	0	-19	-3	-21	-38	-26	-8	28	-12	-69	2
CC1CCCC(C)N1C(=O)CSc1nnc(-c2ccco2)n1C (stereo not drawn)	-9	1	7	12	-62	-8	1	3	-7	-6	0
Cc1c(Cl)cccc1NC(=S)N(CCCN1CCOCC1)Cc1ccco1	-3	7	2	9	7	12	1	-3	17	1	1
COc1ccc(S(=O)(=O)Nc2ccccc2SC)cc1C	-16	2	-8	10	0	-9	-2	5	16	14	-11
O=C(CSc1ncc(-c2ccc(F)cc2)[nH]1)N1CCCCC1	-10	-18	-15	-18	-8	-36	-16	-12	-33	-31	-27
O=C(CNC(=O)c1cccs1)NCC(=O)OCc1cccc(Cl)c1	8	7	-7	15	3	4	-3	-21	10	-1	13
Cc1cccc2c(N=O)c(O)[nH]c12	11	7	-42	-10	-31	-21	2	-14	1	9	-11
CCOC(=O)c1ccc(S(=O)(=O)Nc2ccccc2-c2nnn(CC)n2)cc1	-7	-7	-1	3	9	-1	-7	1	2	9	-14
O=C(Nc1ccc2c(c1)OCO2)C1CCCN1C(=O)OCc1ccccc1 (stereo not drawn)	-2	-13	-2	1	3	-9	4	-2	-9	-17	11
Cc1ccc(S(=O)(=O)N2CCOCC2)cc1NC(=O)COC(=O)C1COc2ccccc2O1 (stereo not drawn)	4	-3	-11	2	-9	-1	-11	0	13	3	-12
Cc1csc(CNC(=O)CC2C(=O)NCCN2Cc2ccc(F)cc2Cl)n1 (stereo not drawn)	5	3	3	12	18	-21	-24	0	1	-5	3
COc1ccc(C(=O)NC=C2C(=O)OC(C)(C)OC2=O)cc1	-9	-12	-1	11	-25	-23	-1	1	18	11	-2
N#Cc1c(N)nc(N)nc1Nc1ccc(Br)cc1	-5	4	-79	40	-38	-87	6	-6	-129	-56	-86
CCOC(=O)N1CCN(S(=O)(=O)c2ccc(OC)c(Br)c2)CC1	-3	-2	5	-4	9	14	-5	-5	0	8	4
CC1CCN(C(=O)C2CCN(S(=O)(=O)c3cc(Cl)ccc3Cl)CC2)CC1	9	1	5	-15	-5	4	-2	3	11	0	2
CCOC(=O)c1cc(-c2ccccc2)nn1CC1CC(c2cccnc2)=NO1 (stereo not drawn)	3	2	-7	-13	-8	-12	8	-3	-19	-9	10
CCN(CC)S(=O)(=O)c1ccc2oc(C(=O)NCCN3CCOCC3)c(C)c2c1	-1	0	6	24	11	5	-2	1	4	5	22
Cc1ccc(CCN2CC(C(=O)NCCCN3CCN(C)CC3)CC2=O)cc1 (stereo not drawn)	-9	-6	19	-8	8	5	-4	3	8	3	-2
CC(=O)CC(=O)NC(=NC1CCCCC1)Nc1nc(C)cc(C)n1	-2	5	-3	-23	5	13	-5	-5	9	10	20
COc1ccc(C(=O)N(C)CCCC2CCCC2)cc1OC1CCN(C(C)=O)CC1	8	7	5	-30	15	-9	-1	-2	11	10	20
O=C(CSc1nnc(CNC(=O)c2ccccc2)o1)Nc1ccc2c(c1)OCCO2	-5	-5	12	-14	-39	10	-13	10	-23	10	27
COCCn1c(SCC(=O)Nc2c(C)n(C)n(-c3ccccc3)c2=O)nnc1-c1ccncc1	0	-3	8	5	-7	4	-1	-14	6	5	18
COc1ccc(S(=O)(=O)N(CC(=O)O)c2ccccc2)cc1	8	10	-20	5	-2	0	0	-2	21	-21	33
COC(=O)c1cc(NC(=O)c2ccc(Cn3cc(Cl)cn3)o2)cc(C(=O)OC)c1	-5	-10	13	1	-4	23	5	4	12	-14	4
CCOC(=O)N1CCN(C(=O)C2CCC(=O)N(CCCN3CCCC3=O)C2)CC1 (stereo not drawn)	5	1	-6	7	14	-3	-7	3	1	-22	12
Cc1cc(C(=O)C(=O)O)c(C)n1-c1ccc(Cl)c(Cl)c1	-1	9	19	8	-7	-5	-1	2	-2	-4	2
COc1ccc(C(=O)/C=C/N(C)C)cc1OC	4	-2	0	-8	-17	-28	0	-9	10	-13	18
CC(=O)N1CC(C)c2scc(C)[n+]2-c2ccccc21 (stereo not drawn)	12	-1	2	-35	-3	7	6	-2	15	-26	4
Cc1ccc(S(=O)(=O)N2CCCN(c3nc4cc(C)ccc4cc3C#N)CC2)cc1	10	3	-10	24	9	-17	2	5	1	-21	-12
Cc1nc(CN(C)C(=O)C2CCC(=O)N(CCc3cccc(F)c3)C2)cs1 (stereo not drawn)	2	-3	3	4	-30	0	-13	10	0	-18	-10
Cc1cc(/C=N/NC(=O)c2ccc(O)cc2)c(C)n1CC(C)C	-4	0	-43	-12	-14	-39	-4	26	-25	12	-22
Cc1nn(Cc2ccccc2Cl)c(C)c1NC(=O)/C=C/c1cnn(C)c1	-6	-7	-12	6	-3	-8	-4	-8	1	-25	-8
O=C1/C(=C2\C(=O)N(Cc3ccc(F)cc3)c3ccccc32)SC(=S)N1CCS(=O)(=O)O	-5	2	-2	-10	3	5	-3	9	-11	-6	20
NNC(=O)CSCc1nc(-c2ccc(Cl)cc2)cs1	nt	nt	5	-22	15	-4	-3	4	17	26	0
N#C/C(=C\c1cn[nH]c1-c1ccc(Cl)cc1)C(=O)NCc1ccccc1	-5	-4	17	13	17	5	10	-14	2	6	9

The list goes on.
SMILES	TLR9-MyD88 inh	EBV LMP1 NFkB	COUP-TFII inh	TWEAK Fn14 block	NCOA2 inhibitor	NCOA1 inh	NOD2-RIPK2 inh	TRAIL sens C8	SRC3 inh	TROY NFkB inh	NR5A2 inv ag
Cc1[nH]c2ccccc2c1/C=N/NC(=O)c1cccc(Br)c1	-5	0	nt	4	nt	-25	-8	3	-18	-48	-45
COc1cc(NC(=S)NCCN2CCOCC2)cc(OC)c1	1	7	-3	1	6	-17	-11	-4	7	6	-11
COc1cccc2cc(-c3ccccc3)oc12	nt	nt	20	-25	-15	-13	-13	0	-6	-52	-13
CC(C)(C)c1ccc(NC(=O)COC(=O)C2=COCCO2)cc1	1	-7	-4	8	2	-1	-2	-7	0	-29	-29
CN(C)C(=O)CSc1nnc(-c2cc(-c3cccs3)nc3ccccc23)o1	0	-4	-9	28	17	-4	-9	3	11	-18	14
O=C1NC(=O)/C(=C\c2ccc(Br)o2)S1	11	-2	1	-7	-13	7	-9	5	-15	-18	24

A portion of the library; the hit share may differ from the screen's.
